Screening results from PubChem BioAssay.
TAAR1 antag – antagonists of human TAAR1 | 360,000 compounds, 1.5% hits | inhibition, % at 3 µM | CHO RD-HGA16 TAAR1, Fluo-8 calcium fluorescence, antagonist | Q96RJ0;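 active means inhibition above a per-plate cutoff, the mean inhibition of test compounds on that plate plus 3 SD, cut at about 49% in these data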;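 further: 0% = DMSO plus EC80 beta-PEA response and 100% = DMSO alone without agonist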
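Assay system: RD-HGA16 CHO cells with stable hTAAR1 and Gα16 / Reagent: EC80 β-phenethylamine stimulus / Doses: 3 µM, single point / Timing: dye loading 75 min at 37 °C, then 30 min room temperature / Measured by: Fluo-8 intracellular calcium dye fluorescence, real-time kinetic reads / Controls: vehicle wells and EC80 agonist wells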
CHRM1 agonist – activates human CHRM1 receptor. P11229. CHO-K1 hM1, Fluo-8 calcium fluorescence, agonist mode; 0% DMSO, 100% acetylcholine EC100. activation, % at 3 µM. 360,000 compounds, 0.33% hits;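 active means activation above the run's mean compound activation plus 3 SD, cut at about 16% in these data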;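 further: peak over basal fluorescence ratio within a 140 s kinetic read after compound addition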
Target sequence (P11229 whole entry, looked up): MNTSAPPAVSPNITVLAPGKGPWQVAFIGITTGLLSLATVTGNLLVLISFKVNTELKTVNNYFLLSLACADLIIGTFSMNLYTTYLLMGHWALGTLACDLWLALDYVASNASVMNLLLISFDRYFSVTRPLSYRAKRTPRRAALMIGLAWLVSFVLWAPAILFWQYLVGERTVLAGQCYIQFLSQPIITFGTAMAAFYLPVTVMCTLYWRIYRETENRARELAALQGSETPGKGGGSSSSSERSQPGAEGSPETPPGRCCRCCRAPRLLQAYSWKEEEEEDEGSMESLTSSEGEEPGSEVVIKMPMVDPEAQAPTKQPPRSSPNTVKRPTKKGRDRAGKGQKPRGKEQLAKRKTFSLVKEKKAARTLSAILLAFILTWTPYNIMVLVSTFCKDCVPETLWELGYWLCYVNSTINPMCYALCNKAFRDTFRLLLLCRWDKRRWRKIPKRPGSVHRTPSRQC
OXTR potentiate – potentiators of human oxytocin receptor; P30559; activation, % at 3 µM; AID 2445; CHO-OTR cells, Fluo-8 calcium fluorescence, potentiator mode; 0% = oxytocin EC15, 100% = EC100; 320,000 compounds, 0.061% hits;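 active means activation above that plate's cutoff, the mean activation of tested compounds plus 3 SD, cut at about 6.6% in these data, passing the limit was not always enough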;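 further: 100% uses oxytocin at 75 nM as the full agonist control; some results filed as inactive read as strong as hits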
Target sequence (P30559 whole entry, looked up): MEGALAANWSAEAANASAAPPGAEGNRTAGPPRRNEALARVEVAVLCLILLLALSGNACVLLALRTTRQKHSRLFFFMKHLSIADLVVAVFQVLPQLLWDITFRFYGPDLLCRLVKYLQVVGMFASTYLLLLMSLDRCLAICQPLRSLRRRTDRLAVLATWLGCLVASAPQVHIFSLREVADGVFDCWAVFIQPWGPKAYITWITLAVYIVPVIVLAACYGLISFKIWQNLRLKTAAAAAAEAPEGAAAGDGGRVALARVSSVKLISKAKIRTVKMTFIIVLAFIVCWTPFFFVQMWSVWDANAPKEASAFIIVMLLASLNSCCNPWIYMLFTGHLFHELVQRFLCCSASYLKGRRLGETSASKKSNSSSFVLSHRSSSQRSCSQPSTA
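Replication – single well per compound, singlicate · Assay system – CHO cell line stably expressing human OTR · Timing – 6 min pre-incubation, 100 s read · Measure – normalized max/min fluorescence ratio, % activation · Doses – 3.0 µM, one dose · Detection – Fluo-8 calcium dye fluorescence · Probe or stimulus – oxytocin near EC15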
V1aR counter – activates human V1a receptor in oxytocin agonist counter-screen. CHO-V1R cells, Fluo-8 calcium fluorescence, agonist mode; 0% DMSO, 100% 3 nM vasopressin. P37288. 320,000 compounds, 0.25% hits. activation, % at 3 µM;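 active means activation above the mean activation of all tested compounds plus 3 SD, per screening run, cut at about 20% in these data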;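 further: signal is peak over basal fluorescence ratio across a 100 second FLIPR read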
CHO-K1 Ca PAM – counter-screen for M1 PAMs: effect in parental CHO-K1 cells. ATP EC20, Fluo-8 calcium fluorescence; 0% at ATP EC20, 100% at ATP max. activation, % at 3 µM. 360,000 compounds, 0.02% hits;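 active means activation above the run cutoff, the mean activation of all test compounds plus 3 SD, cut at about 40% in these data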;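 further: peak over basal fluorescence ratio in a 140 s read after ATP addition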
CHO-K1 Ca antag – M1 antagonist counterscreen hit in parental CHO-K1 cells. ATP-induced calcium, Fluo-8 fluorescence. 360,000 compounds, 0.6% hits. inhibition, % at 3 µM;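 active means inhibition above a per-plate cutoff, the plate's mean sample inhibition plus 3 SD, cut at about 24% in these data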;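 further: 0% = DMSO plus EC80 ATP and 100% = DMSO alone without ATP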
TAAR1 agonist – agonists of human TAAR1 | Q96RJ0 | 360,000 compounds, 0.99% hits | AID 624467 | activation, % at 3 µM | CHO RD-HGA16 TAAR1, Fluo-8 calcium fluorescence; vehicle wells 0%, saturating PEA agonist 100%;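 active means activation above the mean activation of all test compounds in the run plus 3 SD, cut at about 38% in these data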
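Test system: RD-HGA16 (CHO) cells co-expressing Gα16 and hTAAR1; dosing: one-point dosing at 3 µM (nominal); timing: 17-24 h seeding, 75 min 37 °C dye, 30 min RT; signal: kinetic Fluo-8 calcium fluorescence; read-out basis: % activation relative to PEA EC100 response; controls: DMSO and PEA EC100; replicates: n 1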
CHO parental Ca – counter-screen for OX1R antagonists: effect in parental CHO cells. parental CHO-K1, ATP-induced calcium, Fluo-8 fluorescence. inhibition, % at 5.6 µM. 330,000 compounds, 0.63% hits;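 active means inhibition above that plate's mean sample inhibition plus 3 SD, cut at about 26% in these data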;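 further: 0% = ATP-challenged DMSO wells and 100% = DMSO wells without ATP; some compounds past the cut are filed as inactive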
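Material: Parental CHO cells | Reagent: ATP | Compound dosing: Single nominal dose of 5.6 µM per compound | Detection: Intracellular calcium via Fluo-8 no-wash fluorescent dye | Read-out: % inhibition of ATP-induced calcium mobilization | Benchmarks: Low control ATP plus DMSO, high control DMSO only | Replicates: Singlicate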
CHO-K1 Ca ag – nonselective activator or artifact in parental CHO-K1 cells; Fluo-8 calcium fluorescence; scaled to maximal ATP response, vehicle zero; activation, % at 3 µM; 360,000 compounds, 0.48% hits; AID 602248; in the data active means activation above about 15%;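 further: untransfected CHO-K1 host cells lacking M1 receptor as counterscreen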
Active calls of the source: *; . = not tested or not shown.

The opening 16 entries, ahead of the listing:
SMILES	TAAR1 antag	CHRM1 agonist	OXTR potentiate	V1aR counter	CHO-K1 Ca PAM	CHO-K1 Ca antag	TAAR1 agonist	CHO parental Ca	CHO-K1 Ca ag
Cn1cc([N+](=O)[O-])c(C(=O)NCc2cc3cc(Cl)ccc3[nH]2)n1	0	2	-9	9.2	4	-2	15	-1	3.0
CCC(=O)Nc1ccc(C(=O)CSc2nnc(-c3ccc(O)cc3)n2CC2CCCO2)cc1 (configuration not stated)	15	-5	-1	0.3	24	-8	-1	-9	0.5
COc1cc(C)ccc1OCCOc1c(C)cc(Cl)cc1Cl	-5	-7	-8	0.7	-5	8	4	-25	-0.2
Cc1ccc(/C=N/NS(=O)(=O)c2ccccc2)o1	5	-2	-8	-0.5	14	-11	10	-2	0.7
CN(c1cccc(F)c1)c1cc2c(c3c1ccn3C)C1CCC2C1 (configuration not stated)	-23	3	.	.	15	8	1	.	0.1
CCCc1nc(SCC(=O)NCC2CCCO2)c2c(=O)n(C)c(=O)n(C)c2n1 (configuration not stated)	-4	-3	-1	0.4	16	-8	3	-8	0.1
O=C1C=C(c2ccccc2)OC2(CCCC2)O1	8	-6	3	-0.2	1	1	8	-6	0.2
COc1ccccc1C(=O)Nc1nnc(S(=O)(=O)N(C)Cc2ccccc2)s1	33	-1	-5	1.0	-8	-5	7	-20	4.2
O=C(CCS(=O)(=O)c1ccc2c(c1)NC(=O)CS2)NCc1cccs1	-6	-3	-4	0.0	8	-7	2	-27	0.8
COc1cccc(CN2CCCC(C(=O)Nc3ccc(-c4cscn4)cc3)C2)c1 (configuration not stated)	0	-3	.	.	-3	-4	17	.	4.7
COC(=O)Cc1cc(=O)oc2cc(O)ccc12	3	-3	-10	2.9	-13	17	8	-7	0.2
Cc1cc(C)n(-c2ncnc3sc4c(c23)CC(C)CC4)n1 (configuration not stated)	-4	-9	0	-1.1	-13	18	10	3	-0.4
COc1cc(NC(=O)CNC(=O)Cn2ccc3ccccc3c2=O)cc(OC)c1OC	-9	-4	-9	0.2	8	-8	-1	-4	1.0
Cc1cccc(C)c1NC(=O)Cn1c(=O)n(CCC(=O)NCc2ccco2)c(=O)c2sccc21	-9	-5	-9	-0.1	20	-1	1	-2	4.8
CCOc1ccc(NC(=O)CN(C)C(=O)c2cn(-c3ccc(C)cc3)nc2-c2cccc(OC)c2)cc1OCC	64*	-5	.	.	-10	16	9	.	4.2
CCC(C)N(C(=O)CSc1nc(C)c(C)c(C)c1C#N)C1CCS(=O)(=O)C1 (configuration not stated)	-4	7	-8	-0.6	13	-14	0	-20	0.1

Main list, from the start:
SMILES	TAAR1 antag	CHRM1 agonist	OXTR potentiate	V1aR counter	CHO-K1 Ca PAM	CHO-K1 Ca antag	TAAR1 agonist	CHO parental Ca	CHO-K1 Ca ag
Cn1cc([N+](=O)[O-])c(C(=O)NCc2cc3cc(Cl)ccc3[nH]2)n1	0	2	-9	9.2	4	-2	15	-1	3.0
CCC(=O)Nc1ccc(C(=O)CSc2nnc(-c3ccc(O)cc3)n2CC2CCCO2)cc1 (configuration not stated)	15	-5	-1	0.3	24	-8	-1	-9	0.5
COc1cc(C)ccc1OCCOc1c(C)cc(Cl)cc1Cl	-5	-7	-8	0.7	-5	8	4	-25	-0.2
Cc1ccc(/C=N/NS(=O)(=O)c2ccccc2)o1	5	-2	-8	-0.5	14	-11	10	-2	0.7
CN(c1cccc(F)c1)c1cc2c(c3c1ccn3C)C1CCC2C1 (configuration not stated)	-23	3	.	.	15	8	1	.	0.1
CCCc1nc(SCC(=O)NCC2CCCO2)c2c(=O)n(C)c(=O)n(C)c2n1 (configuration not stated)	-4	-3	-1	0.4	16	-8	3	-8	0.1
O=C1C=C(c2ccccc2)OC2(CCCC2)O1	8	-6	3	-0.2	1	1	8	-6	0.2
COc1ccccc1C(=O)Nc1nnc(S(=O)(=O)N(C)Cc2ccccc2)s1	33	-1	-5	1.0	-8	-5	7	-20	4.2
O=C(CCS(=O)(=O)c1ccc2c(c1)NC(=O)CS2)NCc1cccs1	-6	-3	-4	0.0	8	-7	2	-27	0.8
COc1cccc(CN2CCCC(C(=O)Nc3ccc(-c4cscn4)cc3)C2)c1 (configuration not stated)	0	-3	.	.	-3	-4	17	.	4.7
COC(=O)Cc1cc(=O)oc2cc(O)ccc12	3	-3	-10	2.9	-13	17	8	-7	0.2
Cc1cc(C)n(-c2ncnc3sc4c(c23)CC(C)CC4)n1 (configuration not stated)	-4	-9	0	-1.1	-13	18	10	3	-0.4
COc1cc(NC(=O)CNC(=O)Cn2ccc3ccccc3c2=O)cc(OC)c1OC	-9	-4	-9	0.2	8	-8	-1	-4	1.0
Cc1cccc(C)c1NC(=O)Cn1c(=O)n(CCC(=O)NCc2ccco2)c(=O)c2sccc21	-9	-5	-9	-0.1	20	-1	1	-2	4.8
CCOc1ccc(NC(=O)CN(C)C(=O)c2cn(-c3ccc(C)cc3)nc2-c2cccc(OC)c2)cc1OCC	64*	-5	.	.	-10	16	9	.	4.2
CCC(C)N(C(=O)CSc1nc(C)c(C)c(C)c1C#N)C1CCS(=O)(=O)C1 (configuration not stated)	-4	7	-8	-0.6	13	-14	0	-20	0.1
C=CCn1c(=S)sc2c(=O)[nH]c(C)nc21	-26	-2	-6	-2.1	5	0	-1	-6	-0.2
Cc1cc(C)c2nc(SCC(=O)NC(=O)c3cccn3C)cc(C)c2c1	9	-8	-10	1.6	-5	1	3	-20	0.6
COc1ccc(NC(=O)Cc2ccc(Cl)c(Cl)c2)cn1	12	-4	-9	1.4	-11	3	1	-14	-0.7
CC1(C)C(N(O)C(=O)Nc2ccccc2)N(c2cccc(Cl)c2)C(=O)N1O (configuration not stated)	-9	-4	-10	0.3	19	-12	0	-18	0.1
CCOC(=O)Cn1nc(NC(=O)COc2ccc(F)cc2)cc1C	5	-2	-5	-0.5	-13	10	-1	21	0.7
Brc1ccc(-c2nnc3sc(CNCc4ccc5c(c4)OCO5)cn23)cc1	-13	-9	0	-0.8	26	-14	-3	-24	1.5
CCCCCCCCC(=O)N/N=C(\C)c1cccnc1	-10	-3	-10	-0.6	9	-12	9	-9	0.1
CCCC(=O)NCCc1ccc(F)cc1	-4	-2	-13	-0.5	7	-4	7	-18	0.3
NC(=O)CCC(C(=O)O)N1C(=O)c2ccc(O)cc2C1=O (configuration not stated)	-17	1	-3	0.3	7	-6	3	0	0.3
CN(Cc1ccc(F)cc1)C(=O)c1cccc(S(=O)(=O)N2CCN(c3ccccc3)CC2)c1	38	-2	-7	7.8	-7	5	5	2	6.0
O=C(O)CCn1c(=O)c2ccccc2c2ccccc2c1=O	-12	-2	-4	0.3	-4	0	3	-4	3.3
O=C1NC(=O)/C(=C/c2cccc(O)c2)N1	-5	-2	-1	0.4	-26	-1	4	-2	0.2
COc1ccc(NC(C)=O)cc1NC(C)C(=O)Nc1ccc(F)c(F)c1F (configuration not stated)	-5	-2	-8	1.1	0	-7	17	-14	0.5
O=C(Nc1cccc2nsnc12)c1ccc(F)cc1	-6	-5	-6	-1.5	16	-6	1	-2	-0.1
O=C(Nc1ccc(Cn2nnc3ccccc32)cc1)c1ccco1	11	7	-4	4.2	-4	9	8	-6	1.0
CCN(C[C@H]1N[C@@](C)(C(=O)OC)[C@H]2C(=O)N(C)C(=O)[C@@H]12)S(=O)(=O)c1ccccc1	6	-3	0	-0.1	8	-18	2	-8	1.0
CCOc1cc(/C=C2\NC(=O)NC2=O)ccc1OC(C)C(=O)O (configuration not stated)	5	-2	-11	-0.2	6	1	0	-6	0.1
Cc1nnc(SCC(=O)NC(=O)NC(C)C)s1	-5	-6	1	1.0	0	-11	2	3	-0.3
O=S(=O)(Cc1ccco1)Cc1nc(-c2ccc(Cl)cc2)cs1	4	-4	-10	-0.5	15	-12	-2	-10	0.0
COc1ccc(CNC(=O)c2cnn3c(C(F)F)cc(C)nc23)cc1	-2	-4	-2	1.1	8	-4	8	-13	0.3
CCCC(=O)C1=C(O)C(C(=O)OC)C(C)(C)CC1=N (configuration not stated)	4	-3	2	1.2	-6	-4	-1	-8	0.4
Cc1ccc(-c2nnc(-c3cc(C)on3)o2)cc1	9	-4	-2	-0.1	-9	5	1	2	0.3
COc1cccc(OC(=O)c2cc3ccccc3oc2=O)c1	7	-6	-5	0.1	17	-16	-1	-6	0.5
O=C(COC(=O)CNC(=O)c1ccccc1)NC12CC3CC(CC(C3)C1)C2	-10	-2	.	.	11	-9	2	.	1.4
NC(=O)C1CC=CCC1C(=O)OCC(Cl)=C(Cl)Cl (configuration not stated)	-2	-5	4	0.5	19	-3	5	-9	0.8
COc1ccc(NS(=O)(=O)c2ccc3oc(=S)[nH]c3c2)cc1	-13	-2	0	-0.4	-5	-8	0	-10	0.0
